# Assay outcomes: PubChem BioAssay, The Scripps Research Institute Molecular Screening Center
# CHRM1 agonist – activates human CHRM1 receptor; P11229; activation, % at 3 µM; hit rate 0.33% among 360,000; CHO-K1 hM1, Fluo-8 calcium fluorescence, agonist mode; 0% DMSO, 100% acetylcholine EC100;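 active = activation above the run's mean compound activation plus 3 SD, cut at about 16% in these data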;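 also: peak over basal fluorescence ratio within a 140 s kinetic read after compound addition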
# TAAR1 ag – human TAAR1 agonism; CHO RD-HGA16 TAAR1, Fluo-8 calcium fluorescence; vehicle wells 0%, saturating PEA agonist 100%; activation, % at 3 µM; hit rate 0.99% among 360,000;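 active = activation above the mean activation of all test compounds in the run plus 3 SD, cut at about 38% in these data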
# Target sequence (Q96RJ0 whole entry, looked up): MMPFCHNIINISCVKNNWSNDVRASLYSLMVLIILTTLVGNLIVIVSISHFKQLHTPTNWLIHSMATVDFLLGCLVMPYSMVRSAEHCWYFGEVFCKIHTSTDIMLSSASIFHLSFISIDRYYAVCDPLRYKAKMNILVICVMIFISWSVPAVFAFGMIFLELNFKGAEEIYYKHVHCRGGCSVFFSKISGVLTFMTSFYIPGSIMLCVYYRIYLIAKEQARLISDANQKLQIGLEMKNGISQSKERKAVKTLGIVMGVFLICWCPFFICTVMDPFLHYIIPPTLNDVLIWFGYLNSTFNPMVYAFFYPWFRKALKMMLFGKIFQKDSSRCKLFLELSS
#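 Test system: RD-HGA16 (CHO) cells co-expressing Gα16 and hTAAR1 / Benchmarks: DMSO vehicle as 0%, PEA at EC100 as 100% / Repeats: no replicates (n 1) / Measure: % activation from peak over basal fluorescence ratio, DMSO-to-PEA scaled / Timing: 17-24 h plating, Fluo-8 75 min 37 °C, 30 min RT / Technique: kinetic Fluo-8 calcium fluorescence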
# CHO parental Ca – counter-screen: ATP calcium response change in parental CHO cells; hit rate 0.63% among 330,000; parental CHO-K1, ATP-induced calcium, Fluo-8 fluorescence; inhibition, % at 5.6 µM;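 active = inhibition above that plate's mean sample inhibition plus 3 SD, cut at about 26% in these data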;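 also: 0% = ATP-challenged DMSO wells and 100% = DMSO wells without ATP; some compounds past the cut are filed as inactive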
#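 Material – parental CHO cells · Reagent – ATP stimulus · Compound – single nominal dose of 5.6 µM per compound · Detection – Fluo-8 fluorescence · Read-out basis – percent inhibition of calcium signal · Controls – ATP-challenged DMSO wells low, unchallenged DMSO wells high · Repeats – no replicates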
# TAAR1 antag – antagonists of human TAAR1; CHO RD-HGA16 TAAR1, Fluo-8 calcium fluorescence, antagonist; hit rate 1.5% among 360,000; inhibition, % at 3 µM; AID 624466; Q96RJ0;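 active = inhibition above a per-plate cutoff, the mean inhibition of test compounds on that plate plus 3 SD, cut at about 49% in these data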;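 also: 0% = DMSO plus EC80 beta-PEA response and 100% = DMSO alone without agonist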
#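 Test system: RD-HGA16 CHO cells with stable hTAAR1 and Gα16 / Probe or stimulus: EC80 β-phenethylamine stimulus / Times: seeding 17-24 h prior, 75-min 37 °C, 30-min RT dye loading / Detection: Fluo-8 calcium-sensitive fluorescence / Read-out basis: % inhibition scaled between DMSO and EC80 PEA controls / Repeats: singlicate, one well per test compound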
# CHO-K1 Ca antag – M1 antagonist counterscreen hit in parental CHO-K1 cells; ATP-induced calcium, Fluo-8 fluorescence; inhibition, % at 3 µM; hit rate 0.6% among 360,000; AID 602250;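 active = inhibition above a per-plate cutoff, the plate's mean sample inhibition plus 3 SD, cut at about 24% in these data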;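 also: 0% = DMSO plus EC80 ATP and 100% = DMSO alone without ATP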
# OXTR potentiator – potentiators of human oxytocin receptor; hit rate 0.061% among 320,000; activation, % at 3 µM; CHO-OTR cells, Fluo-8 calcium fluorescence, potentiator mode; 0% = oxytocin EC15, 100% = EC100; AID 2445; P30559;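 active = activation above that plate's cutoff, the mean activation of tested compounds plus 3 SD, cut at about 6.6% in these data, passing the limit was not always enough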;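 also: 100% uses oxytocin at 75 nM as the full agonist control; some results filed as inactive read as strong as hits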
# Target sequence (P30559 whole entry, looked up): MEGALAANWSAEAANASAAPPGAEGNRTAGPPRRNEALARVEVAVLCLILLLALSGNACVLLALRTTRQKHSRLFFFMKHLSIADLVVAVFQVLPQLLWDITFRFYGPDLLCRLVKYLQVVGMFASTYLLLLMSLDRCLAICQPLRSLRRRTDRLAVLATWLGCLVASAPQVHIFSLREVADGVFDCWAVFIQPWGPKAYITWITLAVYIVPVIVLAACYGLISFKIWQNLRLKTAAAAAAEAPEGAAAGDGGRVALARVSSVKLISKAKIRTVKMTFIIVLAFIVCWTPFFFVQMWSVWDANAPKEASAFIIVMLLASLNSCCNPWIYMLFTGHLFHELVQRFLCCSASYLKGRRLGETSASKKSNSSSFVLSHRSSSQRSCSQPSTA
#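 System: human OTR in CHO cells / Also added: sub-maximal oxytocin, roughly EC15 / Control set: EC15 oxytocin low, 75 nM oxytocin high / Schedule: 6 min compound pre-incubation at room temperature, 100 s kinetic read / Compound: single-point 3.0 µM / Replication: singlicate / Technique: Fluo-8 calcium dye fluorescence / Read-out basis: % activation of max/min ratio relative to oxytocin controls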
# CHO-K1 Ca ag – counter-screen for M1 agonists: effect in parental CHO-K1 cells. Fluo-8 calcium fluorescence; scaled to maximal ATP response, vehicle zero. hit rate 0.48% among 360,000. activation, % at 3 µM; in the data active = activation above about 15%;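 also: untransfected CHO-K1 host cells lacking M1 receptor as counterscreen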
# V1aR counter – counter-screen for oxytocin receptor agonists: human V1a receptor agonists. CHO-V1R cells, Fluo-8 calcium fluorescence, agonist mode; 0% DMSO, 100% 3 nM vasopressin. P37288. AID 2797. hit rate 0.25% among 320,000. activation, % at 3 µM;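 active = activation above the mean activation of all tested compounds plus 3 SD, per screening run, cut at about 20% in these data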;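 also: signal is peak over basal fluorescence ratio across a 100 second FLIPR read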
# M1 PAM parental – nonselective activator or artifact in parental CHO-K1 calcium assay; ATP EC20, Fluo-8 calcium fluorescence; 0% at ATP EC20, 100% at ATP max; activation, % at 3 µM; hit rate 0.02% among 360,000; AID 602247;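 active = activation above the run cutoff, the mean activation of all test compounds plus 3 SD, cut at about 40% in these data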;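 also: peak over basal fluorescence ratio in a 140 s read after ATP addition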
# The depositor's hits bear a star; · = not tested or not shown.
canonical_smiles | CHO parental Ca | TAAR1 ag | TAAR1 antag | CHO-K1 Ca ag | M1 PAM parental | CHRM1 agonist | V1aR counter | OXTR potentiator | CHO-K1 Ca antag
Cc1cccc(NC(=O)CN2C(=O)N/C(=C\c3ccccc3OCc3ccc(C(=O)O)cc3)C2=O)c1 | 2 | 3 | -13 | -0.5 | 7 | 1 | -0.3 | -6 | -10
O=C(NNC(=S)NCc1ccc(Cl)cc1)c1ccc(Br)o1 | -11 | 7 | -9 | 2.4 | 19 | 1 | 1.7 | -3 | -12
COc1ccccc1NS(=O)(=O)c1cc(NC(=O)Nc2ccccc2)ccc1N1CCCCC1 | -5 | 1 | -3 | 2.8 | 21 | -4 | 0.1 | -9 | -2
CCOc1ccc(Br)cc1S(=O)(=O)Nc1ccc(C(=O)OCC(=O)N(C)c2ccccc2)cc1 | 9 | 1 | -4 | 1.6 | 5 | -7 | 2.3 | -8 | -13
CC(C)COc1ccc(-c2nn(-c3ccccc3)cc2CO)cc1 | 11 | 2 | 0 | 2.0 | 20 | -6 | 0.5 | -7 | -23
CCOc1ccc(C(=O)/C=C/c2ccc(SC)cc2)cc1 | -17 | 4 | 20 | 1.1 | 20 | -6 | 0.8 | -7 | -20
O=C(ON=C1CCN(S(=O)(=O)c2ccccc2)CC1)c1cccc(Cl)c1 | -17 | 5 | 2 | 0.5 | 17 | -4 | -0.7 | -9 | -7
Cc1cc(NC(=O)CSc2nc3ccccc3c(=O)n2CCCC(=O)NCc2ccco2)n[nH]1 | 2 | 1 | -12 | -0.1 | 0 | -4 | -0.4 | -7 | -5
O=C1CCCN2N=C(SCC(=O)Nc3ccc(OC(F)(F)F)cc3)SC2=N1 | -4 | 11 | 5 | 8.1 | 5 | 3 | 9.4 | -13 | -6
CCC(=O)Nc1ccc(-c2nnc(SCC(=O)Nc3nccs3)n2C)cc1 | -8 | 5 | -1 | 0.2 | 0 | -6 | 0.7 | -8 | 1
CCC(C)(C)n1nnnc1C(c1cc2cc(OC)ccc2[nH]c1=O)N1CCc2ccccc21 (configuration not stated) | -33 | 9 | 4 | -0.1 | -9 | -1 | -0.7 | -7 | 0
CCOC(=O)C(Cc1ccc(Cl)cc1Cl)c1ccno1 (configuration not stated) | -13 | 2 | 2 | 1.8 | 3 | -5 | -1.1 | -14 | -13
O=C(c1ccc(OC2CCN(Cc3cccc(OCCO)c3)CC2)cc1)N1CCCC1 | -16 | 1 | -14 | 0.4 | 17 | -5 | 1.7 | -6 | -9
Cc1cn(C2CCCCC2)c(=O)[nH]c1=O | · | 5 | -3 | 2.0 | 4 | 0 | · | · | -7
Cc1ccc(S(=O)(=O)NCCC2=CCCCC2)cc1 | · | 4 | 6 | -0.3 | -9 | 1 | · | · | 1
COc1ccc(S(=O)(=O)N2CCOC23CCN(S(=O)(=O)c2ccc(Cl)cc2)CC3)cc1 | -15 | 2 | 7 | 4.5 | 5 | 3 | 0.7 | -4 | 2
CNc1nc(-c2ccccc2)nc(-c2ccccc2)c1C#N | 2 | 0 | -11 | 1.2 | 6 | -2 | 2.6 | 2 | -6
O=C(NCCS(=O)(=O)c1ccc(Br)cc1)c1ccccc1 | -11 | 0 | 13 | 0.6 | 1 | -1 | 0.0 | -2 | 3
Clc1ccc2nc3c4ccccc4cnn3c2c1 | -24 | 11 | -6 | -0.2 | 9 | -8 | 0.2 | 3 | 2
Cn1c(=O)c2c(c3ccccc31)OC(=O)CC2c1cccnc1 (configuration not stated) | · | 9 | -14 | -0.5 | 2 | -3 | · | · | -6
CNC(=O)C1Cc2ccccc2CN1S(=O)(=O)c1ccc(OC)c(OC)c1 (configuration not stated) | 4 | 0 | -5 | 0.8 | 25 | -1 | -0.5 | 1 | -12
CCOc1ccccc1N(CC(=O)N1CCN(Cc2ccccc2)CC1)S(=O)(=O)c1ccccc1 | · | 3 | -3 | 2.6 | 5 | -5 | · | · | -14
Cc1cccc(-n2c(CCN3C(=O)c4ccccc4C3=O)nc3ccccc3c2=O)n1 | · | 7 | 20 | 1.8 | 14 | -4 | · | · | -4
COc1ccccc1CNC(=O)COC(=O)/C=C/c1ccc(OC(F)F)c(OC)c1 | 4 | 92* | 78* | 2.9 | 15 | -5 | -1.2 | 0 | -4
CCN(CC)c1ccc(C(=O)OCC(=O)N(C)Cc2ccccc2)cc1 | -11 | 9 | -37 | 1.3 | 14 | -5 | -0.5 | -14 | -12
CCOC(=O)c1ccc(Oc2nc(NC)nc(OC)n2)cc1 | -2 | 6 | -13 | 0.2 | -6 | -1 | 0.9 | -5 | 1
COc1ccc(C2Nc3ccccc3C(=O)N2c2ccc(F)cc2)cc1CSc1ccccn1 (configuration not stated) | -18 | 2 | -28 | 0.1 | 4 | 0 | -0.9 | -6 | 14
COC(=O)c1cccc(NC(=S)NCc2ccc(Cl)cc2)c1 | 11 | 30 | 42 | 4.8 | -3 | 9 | 20 | -13 | 17
COc1ccccc1CCNC(=O)CNC(=O)Cc1cccc2ccccc12 | -5 | 2 | -30 | 2.1 | 8 | -2 | 4.4 | -10 | -13
Cc1ccc(CNC(=O)CSCC(=O)O)cc1 | 6 | 4 | 10 | 0.6 | 23 | -2 | 1.0 | -1 | -6
CCc1cc(C(=O)N(CC)CC(=O)Nc2c(F)cccc2F)sc1C | · | 0 | -36 | 0.4 | 1 | -3 | · | · | -8
CCOc1ccc(N2CC(O)(c3ccc(F)cc3)[N+]3=C2CCCC3)cc1 (configuration not stated) | -5 | 3 | -25 | 0.5 | -6 | -6 | 0.2 | -3 | -23
COc1ccc(S(=O)(=O)Nc2ccc(Oc3ccsc3C(=O)O)cc2)cc1 | -4 | -1 | -6 | 1.2 | 5 | -9 | 0.6 | 5 | -8
Cc1nc2cc(NC(=O)NCc3ccco3)ccc2o1 | -8 | 5 | -2 | -0.1 | -9 | -1 | 0.6 | 6 | -11
CC1CCN(S(=O)(=O)c2ccc(NC(=O)C3CCCCC3C(=O)O)cc2)CC1 (configuration not stated) | · | · | · | -0.9 | -16 | -2 | · | · | -17
CCOC(=O)c1c(NC(=O)CSc2nnc(Cc3ccccc3)o2)sc(C)c1C | -12 | -1 | -7 | 0.3 | 16 | -4 | -0.8 | 5 | -10
Cc1ccsc1/C=N/NC(=O)c1ccncc1 | 2 | 4 | -5 | -0.1 | 3 | 0 | 1.1 | -3 | -8
COc1ccc(OCC(=O)Nc2ccc3c(c2)nc(CCN2CCN(C)CC2)n3C)cc1 | -12 | 2 | -7 | 0.0 | 6 | -4 | 0.0 | -3 | -2
CC(C)C[C@H]1COc2cc(N3CCSCC3)ccc2S(=O)(=O)N1 | · | 0 | -3 | 3.1 | 4 | · | · | · | -15
O=C(Cc1ccc([N+](=O)[O-])cc1)N/N=C/c1ccco1 | -8 | 6 | 18 | 0.2 | 0 | -3 | 0.4 | 2 | -6
Cn1c2c(c(=O)n(C)c1=O)C(c1cccc([N+](=O)[O-])c1)Nc1ccccc1O2 (configuration not stated) | -14 | 13 | -5 | 0.2 | 15 | -3 | 0.8 | 3 | -5
COc1ccc(-c2cc(-c3nnc(COC(=O)CC4CCCC4)o3)c3ccccc3n2)cc1OC | -2 | 4 | 29 | 1.0 | 12 | -1 | 0.2 | -7 | -9
CCn1c2ccccc2c2cc(NC(=S)N3CCOCC3)ccc21 | -6 | 6 | -20 | 0.3 | -1 | -4 | 0.4 | -12 | -2
O=C1OCCC1Sc1nnc(-c2ccco2)n1-c1ccccc1 (configuration not stated) | 3 | 0 | -25 | 14 | 13 | -4 | -0.7 | 4 | -4
CCOc1ccc(C(C)NC(=S)NC2CCCCC2)cc1OCC (configuration not stated) | -10 | 5 | -11 | 1.1 | -20 | -3 | 4.1 | -17 | 1
O=c1ccc(-c2ccccc2)no1 | 6 | 0 | -1 | 0.8 | -6 | -5 | -0.5 | -4 | -1
CN(C)/C=N/C(=S)Nc1ccccc1Cl | -5 | 4 | 18 | 0.0 | -11 | -6 | 0.1 | 6 | 17
CCN(c1ccccc1)S(=O)(=O)c1cc(C(=O)OCC(=O)c2c(N)n(C)c(=O)n(C)c2=O)ccc1C | · | 5 | 1 | -0.1 | 1 | -8 | · | · | -2
CCCN(CC(=O)Nc1ccccc1OC)Cc1c(O)ccc2ccccc12 | -14 | 10 | 4 | 1.3 | 1 | -2 | 0.3 | 1 | -11
CC(=O)N/C(=C\c1ccccc1)C(=O)OCC(=O)N(C)C1CCS(=O)(=O)C1 (configuration not stated) | -1 | 2 | -3 | 0.2 | 18 | 0 | 2.2 | 1 | 10
Cc1ccc(Cn2cccc(NC(=O)c3ccco3)c2=O)cc1 | -19 | 2 | -3 | 0.7 | 19 | 0 | -0.4 | 1 | -9
O=C(c1ccccc1)c1ccc(OCCn2cnc3ccccc3c2=O)cc1 | 4 | 5 | 12 | 2.2 | 1 | -3 | 10 | -16 | 3
O=C1C(Cl)=C(N2CCOCC2)C(=O)N1c1cccc(C(F)(F)F)c1 | -4 | 2 | 15 | 0.1 | 2 | -1 | 1.3 | 4 | -1
Cc1c(Cl)cccc1NC(=O)COC(=O)c1c2c(nc3ccccc13)CCN(Cc1ccccc1)C2 | -19 | 15 | 47 | 4.9 | 12 | 7 | 1.6 | -10 | 4
COc1cc(/C=C/C(=O)OCC(=O)NC(=O)NC(C)C)cc(OC)c1OC | -12 | 4 | -2 | -0.4 | 22 | -3 | 0.3 | 0 | 0
COc1ccc(C2C(C(C)=O)=C(O)C(=O)N2c2nccs2)c(OC)c1 (configuration not stated) | 2 | 3 | 6 | 1.4 | 20 | -2 | 0.1 | -10 | -3
O=C(NCCc1ccccc1)Nc1nnc([C@H]2C[C@H](O)[C@@H](CO)O2)s1 | · | 5 | -8 | -0.1 | -13 | 7 | · | · | 14
